tim10-1 inh – growth inhibitors of tim10-1 mutant yeast, primary screen, luminescence, uHTS. inhibition, % at 20 µM. S. cerevisiae tim10-1 ts strain growth, BacTiter-Glo, 24 h. 330,000 compounds, 2.2% hits;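 active = inhibition of at least 40%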;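 note: mutant grown at 25 °C; 0% = DMSO wells with yeast and 100% = wells holding no yeast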
TIM10 inh – growth inhibitors of isogenic TIM10 control yeast, primary screen, counter-screen for tim10-1 yeast inhibitor project, luminescence, uHTS | S. cerevisiae TIM10 strain growth, BacTiter-Glo luminescence, 24 h | inhibition, % at 10 µM | 330,000 compounds, 1.4% hits | AID 463195, 2010;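 active = inhibition of 40% or more at the single tested concentration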;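 note: wild-type TIM10 isogenic control strain grown at permissive 25 °C; 0% = DMSO yeast wells and 100% = minimal medium wells without yeast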
hIAP inh – human IAP inhibitors, primary screen, biochemical, luminescence, uHTS; 330,000 compounds, 0.12% hits; Intestinal-type alkaline phosphatase (Homo sapiens), P09923; inhibition, % at 10 µM; purified IAP, CDP-Star luminescence, 30 min;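 active = inhibition reaching a set limit with compound at 10 µM in the primary screen, cut at about 35% in these data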;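 note: plate controls were DMSO wells with enzyme for no effect and no-enzyme buffer wells for full effect; values of inactives mirror those of a sister screen read the other way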
Apaf1 inhib – inhibitors of human Apaf-1 apoptosome, primary screen, biochemical, DEVD-Rh110 fluorescence, uHTS. AID 489030, 2010. Apoptotic protease-activating factor 1 (Homo sapiens), O14727. reconstituted apoptosome caspase-3 activity. 330,000 compounds, 0.71% hits. inhibition, % at 20 µM; active = inhibition of at least 40% at 20 µM;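 note: plate controls were DMSO wells for no effect and DEVD-CHO caspase inhibitor wells for full effect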
Target sequence (O14727 whole entry, looked up): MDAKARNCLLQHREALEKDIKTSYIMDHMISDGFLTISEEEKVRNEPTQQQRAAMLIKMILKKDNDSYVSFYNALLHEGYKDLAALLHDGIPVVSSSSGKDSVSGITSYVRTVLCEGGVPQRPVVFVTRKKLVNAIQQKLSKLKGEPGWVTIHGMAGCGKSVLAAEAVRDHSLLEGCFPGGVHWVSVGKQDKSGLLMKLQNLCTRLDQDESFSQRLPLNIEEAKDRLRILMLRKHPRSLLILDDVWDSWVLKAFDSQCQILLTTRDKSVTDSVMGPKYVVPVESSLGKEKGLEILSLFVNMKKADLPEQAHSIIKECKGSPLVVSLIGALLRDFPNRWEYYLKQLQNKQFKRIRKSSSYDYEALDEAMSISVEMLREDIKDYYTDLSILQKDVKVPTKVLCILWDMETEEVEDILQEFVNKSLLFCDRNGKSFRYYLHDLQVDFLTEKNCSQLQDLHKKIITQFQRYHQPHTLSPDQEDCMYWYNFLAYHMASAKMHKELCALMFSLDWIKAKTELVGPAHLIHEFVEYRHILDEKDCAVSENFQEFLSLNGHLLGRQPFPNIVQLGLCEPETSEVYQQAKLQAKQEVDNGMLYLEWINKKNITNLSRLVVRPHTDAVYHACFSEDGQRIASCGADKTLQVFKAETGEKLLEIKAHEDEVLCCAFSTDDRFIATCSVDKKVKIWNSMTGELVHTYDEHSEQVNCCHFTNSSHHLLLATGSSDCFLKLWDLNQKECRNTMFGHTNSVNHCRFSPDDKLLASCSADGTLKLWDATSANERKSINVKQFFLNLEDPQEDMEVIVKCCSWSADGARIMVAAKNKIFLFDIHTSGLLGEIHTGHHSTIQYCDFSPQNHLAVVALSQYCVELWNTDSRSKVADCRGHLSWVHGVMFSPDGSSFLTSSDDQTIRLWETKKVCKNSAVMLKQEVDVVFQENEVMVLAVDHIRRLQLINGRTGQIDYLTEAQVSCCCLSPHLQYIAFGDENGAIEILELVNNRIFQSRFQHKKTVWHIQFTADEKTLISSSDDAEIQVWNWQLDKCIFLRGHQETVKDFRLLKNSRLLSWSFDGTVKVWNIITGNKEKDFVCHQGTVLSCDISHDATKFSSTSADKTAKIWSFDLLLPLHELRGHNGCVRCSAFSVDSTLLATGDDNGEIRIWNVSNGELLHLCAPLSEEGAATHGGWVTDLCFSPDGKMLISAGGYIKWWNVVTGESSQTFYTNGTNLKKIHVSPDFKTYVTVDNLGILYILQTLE
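System: reconstituted apoptosome with Apaf-1, cytochrome c, caspase-9, procaspase-3, dATP; Signal: Rh110 fluorescence intensity; Schedule: 30 min compound preincubation, 50 min activation, room temperature; Reagent: cytochrome c trigger plus (Z-DEVD)2-Rh110 caspase-3 substrate.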
NALP3 yeast inh – NALP3 inflammasome inhibitors in reconstituted yeast, primary screen, luminescence, uHTS; Yeast reconstituted NLRP3/ASC/caspase-1, beta-gal luminescence, 24 h; inhibition, % at 10 µM; 330,000 compounds, 0.39% hits; AID 2825, 2010;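 active = inhibition of 50% or more; inactive = inhibition below 50%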;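 note: plate controls were induced DMSO wells for no effect and uninduced yeast grown without galactose for full effect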
mIAP inh – inhibitors of mouse IAP, primary screen, biochemical, luminescence, uHTS; purified mouse IAP, CDP-Star luminescence, 30 min; inhibition, % at 10 µM; 330,000 compounds, 0.2% hits; AID 2806, 2010;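 active = inhibition of at least 40% at 10 µM in the primary screen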;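 note: plate controls were DMSO with enzyme for no effect and no enzyme wells for full effect; values of inactives mirror those of a sister screen read the other way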
mIAP act – activators of mouse IAP, primary screen, biochemical, luminescence, uHTS; muIAP, CDP-Star luminescence, 30 min; stronger effect = higher value; 1 = vehicle-only enzyme signal, 0 = enzyme-free wells; activation factor at 10 µM; 330,000 compounds, 0.24% hits; AID 2805, 2010;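 active = activation factor of at least 2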; note: the source names both 10 and 20 µM as test concentration; values of inactives mirror those of a sister screen read the other way
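Assay system: mouse IAP enzyme; Reagent: CDP-Star chemiluminescent phosphatase substrate; Compound: DMSO-dissolved test compounds; Incubation: 30 min, room temperature; Technique: luminescence from enzymatic CDP-Star hydrolysis; Controls: DMSO-only wells and no-enzyme negative control.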
ATG4B inh – ATG4B protease inhibitors, primary screen, biochemical, fluorescence, uHTS. inhibition, % at 8.33 µM. AID 504462, 2011. 340,000 compounds, 0.51% hits. ATG4B cleavage of LC3-PLA2, NBD-HPC fluorescence, 1 h; in the data active = inhibition above about 40%
hIAP activ – human IAP activators, primary screen, biochemical, luminescence, uHTS; purified human IAP, CDP-Star luminescence, 30 min; stronger effect = higher value; 1 = vehicle-only enzyme, 0 = enzyme-free background; activation factor at 10 µM; 330,000 compounds, 0.16% hits;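 active = activation factor of the enzyme at least 2-fold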; note: the source names both 10 and 20 µM as test concentration; values of inactives mirror those of a sister screen read the other way
Active calls of the source: *; . = no result given.

SMILES	tim10-1 inh	TIM10 inh	hIAP inh	Apaf1 inhib	NALP3 yeast inh	mIAP inh	mIAP act	ATG4B inh	hIAP activ
CC(=O)NC(N1CCCCC1)C(F)(F)C(F)(F)C(F)(F)C(F)F (centres undefined)	7	0	-5	-13	1	7	0.93	0	1.1
COC(=O)[C@]1(C)N[C@H](CN(C)C(=O)c2ccc(C(C)(C)C)cc2)[C@@H]2C(=O)N(Cc3ccccc3)C(=O)[C@@H]21	8	-1	-10	1	4	6	0.94	-9	1.1
O=c1[nH]c2ccc(NS(=O)(=O)c3ccc4ccccc4c3)cc2[nH]1	-1	1	-2	6	2	-2	1	-11	1
CCc1cc2c(SCC(=O)c3ccccc3)ncnc2s1	4	-10	-18	6	32	18	0.82	8	1.2
CSc1ccc(CCNC(=O)CCc2nnc3ccc(N4CCCC4)nn23)cc1	-6	3	8	19	8	-3	1	-13	0.92
Cc1ccc([N+](=O)[O-])cc1NC(=O)CSc1nnc(C)n1CC1CCCO1 (centres undefined)	-11	4	8	-4	5	6	0.94	1	0.92
O=S(Cc1ccc(Br)cc1)Cc1nnc(SCc2ccc(Br)cc2)n1-c1ccccc1 (centres undefined)	36	24	7	28	17	7	0.93	-11	0.93
C=CCn1c(SCC(=O)N2CCN(c3ccccc3)CC2)nc2c([nH]c3ccccc32)c1=O	-4	-14	-8	6	19	1	0.99	0	1.1
O=C(CSc1nc2ccccc2s1)N/N=C/c1ccccc1C(=O)O	-12	-5	6	-4	-17	4	0.96	3	0.94
Cc1cc([N+](=O)[O-])ccc1NCc1ccccc1	31	-1	20	4	17	17	0.83	-3	0.81
CNC(=O)c1ccsc1NC(=O)C1CCN(S(=O)(=O)c2ccc(Cl)s2)CC1	30	21	-2	14	3	-5	1	-17	1
CC(/C=C/c1ccco1)=N\NC(=O)C(O)c1ccccc1 (centres undefined)	9	17	-28	-16	6	12	0.88	12	1.3
C/C(=N\NC(=O)Cn1nc(C)c([N+](=O)[O-])c1C)c1ccco1	-16	-14	4	-5	11	2	0.98	1	0.95
N#CC1(NC(=O)CN2C(=O)c3ccc([N+](=O)[O-])cc3C2=O)CCCCC1	-5	-3	-12	3	6	-5	1	-2	1.1
CS(=O)(=O)c1ccccc1-c1nnc(NC(=O)c2cccc(N3C(=O)CCC3=O)c2)o1	-11	-14	6	-4	1	-1	1	0	0.94
COCCCNCCCCOc1ccc(Br)cc1C	-24	-23	-11	-5	28	13	0.87	-1	1.1
CC(=O)c1c(CSc2ccccc2)oc2ccc(O)c(CN(C)C)c12	37	-2	-3	4	9	-3	1	5	1
Cc1ccc(Cn2nnc3c(=O)n(CC(=O)N4CCN(c5ccccc5)CC4)cnc32)cc1	-17	-1	-7	-9	17	-2	1	-7	1.1
CCOC(=O)C1(C)NC(c2cc(OC)c(OC)c(OC)c2)C2C(=O)N(CC)C(=O)C21 (centres undefined)	-2	-8	0	-1	8	4	0.95	-11	1
CC1(C)C(=O)Nc2ccccc2N1C(=O)COC(=O)Cc1ccccc1F	21	11	4	1	-1	-2	1	-3	0.95
CC(C)=CCC/C(C)=C/COc1ccc2ccc(=O)oc2c1	-1	-13	0	13	20	12	0.88	-4	1
O=C(CN1C(=O)c2ccccc2S1(=O)=O)NCCSc1ccccc1	19	-8	-12	-1	20	10	0.9	-7	1.1
COc1c([N+](=O)[O-])cc(C(=O)NNC(=O)c2ccc(C)cc2)cc1[N+](=O)[O-]	-8	-10	19	-1	25	9	0.91	1	0.81
CCc1ccc(-c2cc(C(=O)Nc3ccc(S(=O)(=O)NC(C)=O)cc3)c3ccccc3n2)cc1	20	19	1	11	11	4	0.96	-1	0.99

A few values from above.
Entry for COc1c([N+](=O)[O-])cc(C(=O)NNC(=O)c2ccc(C)cc2)cc1[N+](=O)[O-] under tim10-1 inh: -8
Entry for CC(C)=CCC/C(C)=C/COc1ccc2ccc(=O)oc2c1 under tim10-1 inh: -1

The listing continues:
SMILES	tim10-1 inh	TIM10 inh	hIAP inh	Apaf1 inhib	NALP3 yeast inh	mIAP inh	mIAP act	ATG4B inh	hIAP activ
COc1ccccc1C(=O)NCC(=O)NC(C)c1ccc(-n2ccnc2)cc1 (centres undefined)	-2	-2	-29	1	4	1	0.99	-6	1.3
Cc1ccc(N(CC(=O)NCC2CCCO2)C(=O)CCC(=O)Nc2cc(C)on2)cc1 (centres undefined)	-8	-11	-8	5	10	-7	1.1	1	1.1
CCN(CC)C(=O)c1[nH]cnc1C(=O)N[C@@H](CCCCNC(=O)OC(C)(C)C)C(=O)OC(C)(C)C	-9	-1	-26	11	16	8	0.92	4	1.3
C#CCOCCOCCOCCNc1nc(N2CCOCC2)nc(N2CCN(C(=O)[C@H]([C@@H](C)CC)n3cc([C@@H](N)CO)nn3)CC2)n1	8	-8	17	-10	15	-2	1	-8	0.83
CCNC(=O)OCc1cn(-c2ccccc2)nn1	16	10	-11	-10	22	-2	1	-2	1.1
CC(=O)Nc1ccc(NS(=O)(=O)c2c(Cl)cccc2Cl)cc1	14	12	9	-7	5	3	0.97	-5	0.91
COc1cc(OC)c(OC)cc1/C=N/Nc1ncnc2c1[nH]c1ccccc12	12	2	5	-20	0	9	0.91	-25	0.95
CCOC(=O)N1CCN(C(=O)Nc2cccc3ccccc23)CC1	-4	-3	0	-2	19	5	0.95	-12	1
Cc1cc(C)nc(/N=C(/NC(=O)c2ccccc2)Nc2ccccc2)n1	10	3	13	4	5	-1	1	2	0.87
Cc1ccc(NC(=O)CC(=O)NCCN2CCOCC2)cc1	-15	-6	-28	-22	7	-12	1.1	-5	1.3
O=C(Nc1ccc(F)c(Cl)c1)N1CCCCCC1	5	4	2	12	16	-8	1.1	0	0.97
CCc1c(C)sc(NC(=O)c2cc(C)on2)c1C#N	22	20	29	-20	35	3	0.97	3	0.71
CC1=C(C(=O)N2CCCCC2)C2(CCC(C)CC2)OC1=O (centres undefined)	14	16	27	-3	-1	-2	1	-8	0.73
CCOC(=O)c1nnn(CC(=O)Nc2cccc(OC)c2)c1C(=O)OCC	18	4	-2	7	11	-10	1.1	-2	1
O=C(OCCN1CCOCC1)C(c1ccccc1)c1ccccc1	7	1	-5	-11	3	-5	1	3	1.1
O=C(CSc1ncnc2c1oc1ccccc12)Nc1cccc(F)c1	14	-2	1	12	20	11	0.89	2	0.99
O=S(=O)(CCN1CCOCC1)c1ccc(Cl)cc1	14	10	0	-20	2	-4	1	-3	1
CCOC(=O)c1cc(C)sc1NC(=O)CCC(=O)O	4	2	-15	-12	-5	10	0.9	-2	1.2
CCN(CC)S(=O)(=O)c1ccc(N2CCCC2)c(C(=O)OCC(=O)/C(C#N)=C(\C)N)c1	7	12	-8	10	-13	2	0.98	-17	1.1
CC1=CC(c2ccc(Cl)cc2)n2nc(NS(=O)(=O)c3ccc(C)cc3)nc2N1 (centres undefined)	3	11	6	3	14	7	0.93	0	0.94
Cc1cnc(C(=O)N2CCCC(C(=O)c3ccc(C(F)(F)F)cc3)C2)cn1 (centres undefined)	21	-1	3	10	13	-1	1	-6	0.97
Cc1cc(C)c2c(n1)SCC(=O)N2CC(=O)Nc1cccc(Cl)c1	7	-3	-6	2	-8	-17	1.2	-10	1.1
CC1=CC[C@@]23CCCN2C(=O)CCC[C@H]3C1	13	-5	.	4	.	-5	1	0	.
Cc1ccc(CNC(=O)CCn2nc(-c3ccc(Cl)cc3)ccc2=O)cc1	33	8	-2	5	11	7	0.93	-16	1

Complete entries from above. Order of screens: tim10-1 inh | TIM10 inh | hIAP inh | Apaf1 inhib | NALP3 yeast inh | mIAP inh | mIAP act | ATG4B inh | hIAP activ
Listed for CCN(CC)S(=O)(=O)c1ccc(N2CCCC2)c(C(=O)OCC(=O)/C(C#N)=C(\C)N)c1 → 7 | 12 | -8 | 10 | -13 | 2 | 0.98 | -17 | 1.1
Listed for Cc1ccc(CNC(=O)CCn2nc(-c3ccc(Cl)cc3)ccc2=O)cc1 → 33 | 8 | -2 | 5 | 11 | 7 | 0.93 | -16 | 1

Later entries
SMILES	tim10-1 inh	TIM10 inh	hIAP inh	Apaf1 inhib	NALP3 yeast inh	mIAP inh	mIAP act	ATG4B inh	hIAP activ
Cc1ccc(C)c(Cn2c(C(C)O)nc3ccccc32)c1 (centres undefined)	16	-3	1	9	5	-13	1.1	-9	0.99
CC1Oc2ccccc2OC1(O)c1ccccn1 (centres undefined)	11	6	-18	-13	-15	-2	1	5	1.2
O=C(COC(=O)COc1ccc(Cl)cc1Cl)NC1CCCC1	-2	0	-2	6	11	-7	1.1	6	1
CCOc1cc(C(=O)NCCOC)cc(OCC)c1OCC	9	2	-42	-18	20	-5	1.1	-4	1.4
O=C(CNC(=O)Cc1ccccc1)NCC(=O)OCc1ccc(C(=O)c2ccccc2)cc1	11	13	15	-3	4	-3	1	-3	0.85
CCOC(=O)C1=C(C)NC(=O)NC1c1cccc(O)c1 (centres undefined)	4	-21	3	-8	6	-3	1	0	0.97
Cc1ccc(-n2[nH]c(C)c(C=Nc3ccc4[nH]c(=O)[nH]c4c3)c2=O)cc1	0	-4	-37	0	-1	11	0.89	-25	1.4
COc1ccc(C2C(C(=O)NC(C)C)c3ccccc3C(=O)N2C)cc1OC (centres undefined)	6	1	6	5	-13	-2	1	-10	0.94
COc1ccc(-c2c3c(=O)n(C)c(=O)n(C)c3cn2Cc2cccnc2)cc1	2	12	13	-4	-5	7	0.93	-2	0.87
COc1ccc(C(=O)NCC(=O)Nc2cccc(S(=O)(=O)N3CCCC3)c2)cc1	-10	10	0	1	-14	29	0.71	-16	1
Cc1ccc(S(=O)(=O)NC(=O)Nc2cc(C(C)(C)C)on2)cc1	-4	1	-2	-6	2	2	0.98	4	1
COC(=O)c1cc(S(=O)(=O)NCC2CCN(Cc3cccc(F)c3)CC2)cn1C	-17	7	3	10	5	-1	1	12	0.97
CC(C)c1ccc(S(=O)(=O)c2n[nH]n3c2nc(=O)c2ccccc23)cc1	32	15	0	-22	10	6	0.94	0	1
COc1cc(C(=O)Oc2ccc(Br)cc2C(=S)N2CCOCC2)cc(OC)c1OC	17	24	7	13	13	5	0.95	-1	0.93
CN1CCN(NC(=S)NC(C)(C)CC(C)(C)C)CC1	-6	0	6	5	11	2	0.98	0	0.94
CCC(=O)c1ccc(OCC(=O)OCC(=O)N(CCC#N)c2ccc3c(c2)OCCO3)cc1	16	-2	1	-2	2	3	0.97	-4	0.99
CCOC(=O)c1cc(-c2ccccc2)n[nH]1	-2	2	-5	-9	17	13	0.87	11	1
CCOC(=O)N1CCC(N2Cc3cccc(C(=O)Nc4ccc(CC)cc4)c3C2=O)CC1	39	30	-15	35	15	3	0.97	-15	1.1
COc1ccc(O)c(C(=O)c2cc(C#N)c(=O)n(-c3ccc(Cl)cc3)c2)c1	-14	-1	14	0	-5	6	0.94	-6	0.86
CSCCC(=O)N1CCCC(CNC(=O)c2ccccc2Cl)C1 (centres undefined)	-1	14	-9	-2	4	-1	1	11	1.1
COc1ccccc1NC(=S)N1CCNC(=O)C1CC(=O)Nc1cccc(C)c1 (centres undefined)	-9	-17	2	-19	-4	1	0.99	-3	0.98

Assay outcomes from PubChem.

Not a hit list, and some 4.5% of all compounds hit somewhere here.
